Mm-Cpn inhibitor: inhibitors of Methanococcus maripaludis chaperonin (MmCpn); Potency, µM (titrated, usually from 76.9 µM), inactives show top-dose activity, negative = inhibition, hits mostly inhibitors; purified Mm-Cpn ATPase, ADP Transcreener TR-FRET; hit rate 0.031% among 330,000; further: potency means the concentration at half of the fitted maximal effect; on the % scale 0 is the no-effect control and ±100 the full control effect; nearly all actives have a fitted effect of over 80% in size
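Measured: ADP formation by purified Mm-CPN. Conditions: 25 nM protein, 10 uM ATP, Tris pH 7.4 with Mg2+, K+ and DTT, 37°C for 30 min. Detection: Transcreener HTRF after 30 min at room temperature.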
CCT chaperon mod: cytosolic chaperonin activity modulation; purified chaperonin ATPase assay, HTRF ADP detection, 30 min; activity change, % (test concentration not listed), hits read low; hit rate 0.3% among 360,000; AID 651819; in the data active means activity change below about -30%; further: on the % scale 0 is the no-effect control and ±100 the full control effect
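TRiC at 40 or 20 nM final (batch-dependent) in 30 mM Tris pH 7.4, 100 mM KCl, 5 mM MgCl2, 1 mM DTT, with compound at single 76 uM and 10 uM ATP, 30 min at 37 deg C. ADP detected by HTRF Transcreener, 665/615 ratio.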
Nrf2 ARE act: Nrf2 pathway activation; Potency, µM (highest dose often 46.1 µM), inactives show top-dose activation, hits mostly activators; hit rate 0.31% among 410,000; AREc32 ARE-luciferase reporter (MCF7-derived line), luminescence, 24 h; further: potency means the concentration at half of the fitted maximal effect; % of control where 0% means no effect; nearly all actives have a fitted effect of over 65% in size
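For detection, Steady-Glo was added and plates sat 30 min at RT; before that, AREc32_Fluc cells grown overnight in OPTI-MEM/5% FBS had been treated with 23 nL compound for 24 hr at 37 deg C.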
HepG2 tox: kills HepG2 cells in TGF-b inhibitor counter-screen. HepG2 CAGA-GFP viability, ATP luminescence, 18 h. Potency, µM (titrated, usually from 46.1 µM), for the others: at the top dose activity change, negative = cytotoxicity, usual class: cytotoxic. hit rate 0.76% among 410,000. AID 588856; further: potency means the concentration at half of the fitted maximal effect; some results filed as inactive show a strong effect at the top dose
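HepG2 CAGA-GFP cells (1000/well, DMEM with 1% FBS) received compound, then TGF-beta at 500 pg/mL final, and were incubated 18 hours at 37 degrees C. Viability was read by CellTiter-Glo luminescence. Media-only wells were set as complete cell-killing and DMSO as no toxicity.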
TGFb inhibitor: blocks TGF-b signaling. HepG2 CAGA-GFP TGF-b/SMAD3 reporter, GFP fluorescence, 18 h; TGF-beta stimulated, 500 pg/mL final. hit rate 1.2% among 410,000. AID 588855. Potency, µM (series often up to 46.1 µM), without a hit: at the top dose activity, negative = inhibition, usual class: inhibitors; further: potency means the concentration at half of the fitted maximal effect; on the % scale 0 is the no-effect control and ±100 the full control effect; nearly all actives have a fitted effect of over 65% in size
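Inhibition of TGF-beta-driven CAGA-GFP reporter expression in HEPG2 cells is measured by cellular GFP fluorescence after 18 h stimulation with 500 pg/mL recombinant TGF-beta in 1% FBS medium at 37 degrees C.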
S2 tox: reduces viability in counter-screen for ATXN expression inhibitors; S2 cells (HEK-293 line with an ATXN2-luciferase reporter) viability, CellTiter-Fluor protease fluorescence, 24 h; Potency, µM (series often up to 56.7 µM), most hits filed as cytotoxic; hit rate 0.49% among 400,000; AID 651635; further: potency means the concentration at half of the fitted maximal effect; nearly all actives have a fitted effect of over 40% in size
Nrf2 inh: inhibitors of Nrf2 signaling; Potency, µM (top dose mostly 46 µM), inactives show top-dose activity change, negative = inhibition, hits mostly inhibitors; A549 ARE-Fluc reporter, luciferase luminescence, 18-24 h; hit rate 2.1% among 360,000; further: potency means the concentration at half of the fitted maximal effect; on the % scale 0 is the no-effect control and ±100 the full control effect; nearly all actives have a fitted effect of over 60% in size
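In this cell-based qHTS, ARE-driven firefly luciferase in A549 cells reports Nrf2 activity; the luminescent signal after BugLite lysis is the measured value, with a prior CellTiter-Fluor read for cell health.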
A549 tox: A549 cytotoxicity, counter-screen for Nrf2 inhibitors | Potency, µM (series often up to 46 µM), for inactives: at the top dose activity change, negative = cytotoxicity, hits mostly inhibitors | hit rate 0.16% among 390,000 | A549 ARE-Fluc cells, CellTiter-Fluor viability, 18-24 h; further: potency means the concentration at half of the fitted maximal effect; on the % scale 0 is the no-effect control and ±100 the full control effect
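A549 ARE_Fluc cells in 5% FBS OPTI-MEM were exposed to compounds in concentration-response for 18-24 h at 37 deg C. Viability was read by CellTiter-Fluor fluorescence (Ex 405/Em 525) after 30 min, before the luciferase read.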
pAkt inh: inhibitors of Akt phosphorylation | activity change, % for hits at 50 µM | Neuro2A IGF-stimulated pAkt S473 HTRF, 20 min; active compounds read low | hit rate 0.32% among 360,000 | AID 651550; in the data active means activity change below about -80%; inconclusive means mostly about -51% to -80%; further: on the % scale 0 is the no-effect control and ±100 the full control effect
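Neuro2A cells in DMEM with 0.5% FBS, overnight at 37 deg C, given compound at single 50 µM final, then IGF (6 nM final) for 20 min at 37 deg C. Lysed; phospho-Akt Ser473 by HTRF after 24 h, 665/615 ratio.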
An asterisk follows results filed as active; i = inactive; ? = inconclusive; / = not tested or not shown; & = joins results of further samples; [ ] = remark or other dose. Unless noted, the call rests on the fitted dose curve; in most records, active means well fitted curve in the direction sought with a large enough effect; inconclusive means small, poorly fitted or top-dose-only effect, or another doubt; inactive means no such curve, though single readings can be large; an effect the other way counts as inactive or inconclusive.

Every second line gives: Mm-Cpn inhibitor	CCT chaperon mod	Nrf2 ARE act	HepG2 tox	TGFb inhibitor	S2 tox	Nrf2 inh	A549 tox	pAkt inh
1. O=C1/C(=C/c2cccc(Br)c2)SC(=S)N1/N=C/c1cc([N+](=O)[O-])ccc1O
  -1%	-3.4	-0.3%	-3%	-20%	i	4%	1%	i
2. COc1ccc(NC(=O)C(C)N2C(=O)c3ccccc3C2=O)cc1S(=O)(=O)N1CCOCC1 (stereo unspecified)
  -2%	1.8	-0.5%	11%	4%	i	4%	2%	i
3. O=C(c1c(F)cccc1F)N(Cc1ccccn1)C1CC1
  0%	1.5	0.4%	0%	13µM*	i	6%	6%	i
4. CNC(=O)C1CCC(Cn2c(=O)c3sccc3n(Cc3cc(C)ccc3C)c2=O)CC1 (stereo unspecified)
  /	/	4.7%	-3%	4%	i	?	-2%	/
5. Cc1cc(N(C)C)cc(C)[n+]1[O-]
  3%	1.5	-0.5%	0%	-18%	i	-12%	0%	i
6. O=C(COC(=O)/C=C/c1cccc(Br)c1)Nc1ccc(Cl)cn1
  /	0.7	6.3%	7%	6%	i	/	/	i
7. CC(=O)Nc1cc(NC(=O)CCCC(=O)O)ccc1Cl
  1%	-2.5	-0.8%	-7%	?	i	16%	-6%	i
8. COc1ccc(/C=N\NC(=O)c2ccccc2Br)cc1COc1c(F)c(F)cc(F)c1F
  -2%	-0.5	2.3%	-48%	?	i	5.2µM*	?	i
9. Cc1nnc(NC(=O)CSc2ccc([N+](=O)[O-])cn2)s1
  -3%	0.8	1.6%	-4%	2%	?	-24%	4%	i
10. COc1cccc(CCc2nnc(N)s2)c1
  -2%	-0.3	1.7%	6%	-1%	i	1%	-3%	i
11. CC(CCc1ccccc1)NC(=O)Cn1ncc2c3ccccc3n(Cc3ccc(F)cc3)c2c1=O (stereo unspecified)
  /	/	-0.3%	-2%	-6%	i	27%	-6%	/
12. CC(NC(=O)c1ccco1)C(=O)OCc1cccc(Cl)c1 (stereo unspecified)
  -2%	-2.7	-0.6%	1%	-9%	i	9%	/	i
13. Cc1ccc(NC2=NC(c3ccc(F)cc3)n3c(nc(C)cc3=O)N2)c(C)c1 (stereo unspecified)
  0%	1.9	-0.9%	-39%	13%	i	1%	1%	i
14. COc1ccc(S(=O)(=O)N2CCOCC2)cc1N=Nc1sc(N)nc1-c1ccccc1
  -4%	0.2	-0.2%	-18%	1%	i	-25%	?	i
15. Oc1ccc(-c2nc3ccccc3s2)c(O)c1
  -10%	-0.1	?	8%	-6%	i	17%	1%	i
16. COC(=O)c1c(NC(=O)CSc2nnnn2-c2ccc3c(c2)OCO3)sc(C)c1C
  0%	-1.2	0.1%	-4%	24%	i	0%	17%	i
17. CCc1ccc2oc(C(=O)NCC(c3ccc(OC)cc3)N3CCCCC3)c(C)c2c1 (stereo unspecified)
  2%	0.3	0.4%&-1.1%	2%&-3%	9%&2%	i	-23%&-15%	-19%&-21%	i
18. COc1ccc(-c2cc3c(c4c2ccn4C)C2CCC3C2)cc1 (stereo unspecified)
  /	-0.2	-0.3%	-1%	-28%	i	/	/	i
19. CCOC(=O)c1[nH]c2ccccc2c1NC(=O)c1ccc(S(=O)(=O)N2CCCC2)cc1
  2%	-0.9	-0.5%	-2%	-7%	?	-21%	-4%	i
20. CCOC(=O)c1c(NS(=O)(=O)c2ccc(Br)cc2)sc2c1CCC2
  /	0.2	0.3%	-40%	?	i	5%	2%	i
21. CCc1ccccc1NC(=S)NCc1cccn1C
  0%	1.4	-0.5%	-10%	-9%	i	1%	4%	i
22. COCCn1c(C)cc(C(=O)CSc2n[nH]c(N)n2)c1C
  -1%	0.2	-0.5%	-12%	-8%	i	10%	-5%	i
23. Cc1ccc(-n2ncc(C(=O)NCCN3CCc4ccccc4C3)c2C2CCN(C(=O)OC(C)(C)C)CC2)c(C)c1
  /	/	9.4%	-45%	16µM*	/	10%	-7%	/
24. Cn1c(=O)c2c(n(Cc3ccccc3)c1=O)NC(=O)C2CC(=O)NCc1cccc(Cl)c1 (stereo unspecified)
  0%	0.8	0.1%	-3%	-1%	i	4%	18%	i
25. CCOc1ccc(NC(=O)COC(=O)C2CCC(=O)N2)c([N+](=O)[O-])c1 (stereo unspecified)
  -2%	-2.0	1.9%	-6%	0%	i	3%	8%	i
26. CCOc1ccc2nc(SCc3ccc(F)cc3)sc2c1
  -1%	0.6	2.1%	-5%	-3%	i	4%	13%	i
27. COc1cccc(C(=O)Nc2ccc(S(=O)(=O)N3CCN(C)CC3)cc2)c1
  0%	-3.8	0.1%	-19%	-10%	i	3%	0%	i
28. CC(C)CN1CCC(CN(C)Cc2nc(-c3cnccn3)no2)CC1
  -2%	-4.1	0.2%	4%	-17%	i	4%	5%	i
29. COc1cc(OC)cc(C2=Cc3ccccc3C(CC(C)=O)N2c2ccc(-c3cncnc3)cc2)c1 (stereo unspecified)
  /	-0.9	0.9%	/	/	i	/	/	i
30. O=C(Nc1ccccc1Cl)NC1(C(=O)N2CCCCC2)CCCCC1
  0%	0.5	-0.3%	-4%	-31%	i	-5%	-4%	i

Another view of two compounds above:
No. | canonical_smiles | Mm-Cpn inhibitor | CCT chaperon mod | Nrf2 ARE act | HepG2 tox | TGFb inhibitor | S2 tox | Nrf2 inh | A549 tox | pAkt inh
5 | Cc1cc(N(C)C)cc(C)[n+]1[O-] | 3% | 1.5 | -0.5% | 0% | -18% | i | -12% | 0% | i
6 | O=C(COC(=O)/C=C/c1cccc(Br)c1)Nc1ccc(Cl)cn1 | / | 0.7 | 6.3% | 7% | 6% | i | / | / | i

Further entries follow:
Every second line gives: Mm-Cpn inhibitor	CCT chaperon mod	Nrf2 ARE act	HepG2 tox	TGFb inhibitor	S2 tox	Nrf2 inh	A549 tox	pAkt inh
31. O=C1NCC(COCc2ccccc2)O1 (stereo unspecified)
  1%	-1.8	-0.4%	3%	17%	?	/	-4%	i
32. COc1ccc(CNC(=O)Cn2ccc3cc(S(=O)(=O)N4CCCC4)ccc32)c(OC)c1
  /	/	4.6%	2%	-16%	i	0%	1%	/
33. COCCNC(=O)c1ccc(Cn2c(SCC(=O)NCC3CCCO3)nc3ccc(Br)cc3c2=O)cc1 (stereo unspecified)
  2%	-4.3	-0.5%	1%	0%	i	-11%	-4%	i
34. Cc1ccc(NC(=O)COc2ccc3c(c2)OCO3)c(C)c1
  1%	-0.5	0.0%	6%	-12%	i	17%	5%	i
35. O=C(NCCN1CCOCC1)c1cccc(S(=O)(=O)N(Cc2ccccc2)c2ccccc2)c1
  0%	-2.0	0.3%	-1%	-2%	i	?	2%	i
36. O=C(/C=C/c1ccccc1[N+](=O)[O-])N1CCOCC1
  1%	-2.5	-0.2%	10%	0%	i	6%	3%	i
37. O=C(O)Cc1ccc(NC(=O)c2ccc(NC(=O)C3CC3)cc2)cc1
  0%	2.3	0.8%	-19%	10%	i	-24%	1%	i
38. CC(=O)c1ccc(N2CCN(C(=O)C3(S(=O)(=O)c4ccc(Cl)cc4)CC3)CC2)cc1
  1%	-1.3	2.6%	7%	15%	i	/	-5%	/
39. Cc1ccc(S(=O)(=O)CC(O)COc2ccc(F)cc2Cl)c(C)c1 (stereo unspecified)
  -6%	0.2	2.5%	-17%	-24%	i	2%	4%	i
40. COC(=O)c1ccc(OCCOc2ccccc2)cc1
  1%	-2.2	2.9%	55%	32%[activator]	i	/	3%	i
41. Cc1cccnc1C(NC(=O)C1CCN(CCCc2ccccc2)CC1)c1ccc(F)cc1 (stereo unspecified)
  /	-1.2	-0.5%	-25%	14%	i	/	/	i
42. COc1ccc(N2CCN(C3CCCN(Cc4cccc(C(C)=O)c4)C3)CC2)cc1 (stereo unspecified)
  0%	-3.3	0.2%	-29%	-7%	i	3%	11%	i
43. COc1ccc(C(C)=O)cc1COC(=O)c1ccc(S(=O)(=O)N(C)C)cc1
  0%	1.4	-0.4%	-1%	-1%	i	10%	-1%	i
44. CCOC(=O)c1cc(-c2ccccc2C)n(CC2CC(c3ccc(OC)cc3)=NO2)n1 (stereo unspecified)
  0%	0.2	-0.7%	-8%	1%	i	?	1%	i
45. Cc1cc2ncn(-c3ncnc4sc5c(c34)CCCC5)c2cc1C
  0%	0.6	0.0%	6%	5%	i	/	2%	i
46. CCOC(=O)c1c(N2C(=O)Nc3ccccc3N2O)sc2c1CCCCC2
  1%	0.7	3.3%	5%	-1%	i	?	3%	i
47. CC(C(=O)Nc1ncn[nH]1)N1C(=O)c2ccccc2C1=O (stereo unspecified)
  3%	-0.7	-0.2%	-2%	9%	i	19%	-8%	i
48. COc1ccc(C(=O)NCCn2cc(SCC(=O)Nc3ccc(F)cc3)c3ccccc32)cc1
  /	/	5.0%	-30%	?	32µM*	?	-14%	/
49. O=C(CCc1ccccc1)NNC(=O)Cc1ccc(Cl)cc1
  1%	1.5	-0.1%	7%	0%	i	-1%	3%	i
50. Cc1ccc(C(=O)COc2ccccc2N2C(=O)c3ccccc3C2=O)cc1
  2%	0.5	0.3%	8%	-3%	i	?	-6%	i
51. Cn1c(CCNC(=O)c2ccco2)nc2cc(NC(=O)c3ccccc3Cl)ccc21
  1%	-1.2	1.9%	8%	-13%	?	12%	1%	i
52. C=CCOc1cccc(/C=N/NC(=O)C(=O)NCc2ccco2)c1
  0%	0.4	0.3%	5%	10%	i	5%	0%	i
53. C/C(=N\OC(=O)NC(C)C)c1sc(-c2ccc(Cl)cc2)nc1C
  1%	-0.4	5.5%	-12%	-23%	i	/	11%	i
54. COc1ccc(CCNC(=O)CN2C(=O)NC(c3ccccc3)(c3ccccc3)C2=O)cc1
  2%	-0.4	0.2%	-1%	-18%	i	1%	5%	i
55. CCC1C(=O)N=C(SCC(=O)Nc2ccc(Br)cn2)NC1=O (stereo unspecified)
  0%	0.8	0.3%	-4%	-4%	i	0%	-1%	i
56. O=C(CCCl)Nc1ccc(S(=O)(=O)NCc2ccco2)cc1
  1%	-1.7	3.8%	13%	1%	?	-4%	-3%	i

Screens from PubChem.
